# Lipid storage S3: qHTS Assay for Lipid Storage Modulators in Drosophila S3 Cells; AID 2685; Drosophila S3 cells, BODIPY lipid droplet fluorescence, 18-24 h; cells fed with added oleic acid; Potency in µM for hits, for the others lipid storage change, negative = inhibition, % at the top dose, mostly 46.1 µM; 320,000 tested, 0.64% active; active = well fitted inhibition curve with a large enough effect in the signal ratio, with a control signal flat, not every such curve was filed as active; inconclusive = small, poorly fitted or top-dose-only effect, or effect the other way, or a change in a side signal; the % refers to the signal ratio
#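 Laser-scanning cytometry quantifies lipid droplet accumulation (500–530 nm total intensity; droplet/cell object ratio) in oleic acid-fed (400 uM added) Drosophila S3 cells treated with a concentration series. 20 uM Triacsin C defined 100% inhibition.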
# Lipid storage S3 cell count max: also measured in Lipid storage S3; calls as there; cell number change, %; measured here: cell count max response;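 cells counted by Cell Tracker Red CMTPX staining in the red channel; peak over a dose series mostly up to 46.1 µM; percent activity relative to internal control wells on each plate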
# An asterisk follows results filed as active; i = inactive; u = inconclusive; x = no result given. % is set by controls: 0 for no effect and ±100 for the full control effect; potency is the fitted concentration of half-maximal effect. Only part of the results is shown (hit frequency here may not be typical).
# Start of the data: the first seven records, ahead of the listing:
SMILES,Lipid storage S3,Lipid storage S3 cell count max
COc1cc(C(=O)NCCCOC(C)C)ccc1OC1CCN(C(C)=O)CC1,0.2%,3.2
CCOC(=O)C1(CCCc2ccccc2)CCN(Cc2cnn(C)c2)CC1,u,x
CCC(C)N1C(=O)N(C)C2NC(=O)NC21 (stereo unspecified),12.6%,-0.2
Cc1c(C(=O)NC(=S)Nc2ccc(NC(=O)c3cccs3)cc2)oc2ccccc12,u,x
CCOC(=O)c1cc(OC(=O)c2ccccc2OC)n(-c2ccccc2)n1,u,x
COc1ccc(S(=O)(=O)N2CCCCC2)cc1,-1.6%,-0.5
Cc1cccc(C(=O)NNC(=O)c2ccc(F)cc2)c1,u,x

# The listing, from the start:
SMILES,Lipid storage S3,Lipid storage S3 cell count max
COc1cc(C(=O)NCCCOC(C)C)ccc1OC1CCN(C(C)=O)CC1,0.2%,3.2
CCOC(=O)C1(CCCc2ccccc2)CCN(Cc2cnn(C)c2)CC1,u,x
CCC(C)N1C(=O)N(C)C2NC(=O)NC21 (stereo unspecified),12.6%,-0.2
Cc1c(C(=O)NC(=S)Nc2ccc(NC(=O)c3cccs3)cc2)oc2ccccc12,u,x
CCOC(=O)c1cc(OC(=O)c2ccccc2OC)n(-c2ccccc2)n1,u,x
COc1ccc(S(=O)(=O)N2CCCCC2)cc1,-1.6%,-0.5
Cc1cccc(C(=O)NNC(=O)c2ccc(F)cc2)c1,u,x
COc1ccc(C(=O)Nc2sc(C)c(-c3ccccc3)c2C#N)cc1OC,u,x
CCOC(=O)Cc1nn(Cc2nc(-c3ccc(C#N)cc3)cs2)c(=O)c2ccccc12,u,x
CCN(CC)c1ccc(N=Nc2nn(C)c(C)c2[N+](=O)[O-])cc1,u,x
CCOC(=O)C1(Cc2cccc(OC)c2)CCN(C(C)COC)CC1 (stereo unspecified),13.9%,9.8
COc1ccccc1Nc1nc(Cl)nc(NC(C)(C)C)n1,u,x
Cc1ccc(C)[n+](CC(=O)c2ccc(-c3ccccc3)cc2)c1,u,x
CCc1ccc(C(=O)CSC2=C(C#N)C(c3ccco3)C(C(C)=O)=C(C)N2)cc1 (stereo unspecified),u,x
CCn1c(O)c(C=NCc2cccs2)c(=O)n(CC)c1=S,u,x
COc1cc(C2C3=C(Nc4nc(N)[nH]c(=O)c42)c2ccccc2C3=O)ccc1O (stereo unspecified),-6.8%,-11.7
Cc1ccnc(NC(=O)c2cccc3ccccc23)c1,-21.4%,2.8
Cc1cc(C)nc(NC(=O)/C=C/c2ccc(Cl)cc2)n1,3.9%,-1.5
CCC(=O)N(C)C(c1ccccc1Cl)c1nnnn1-c1c(C)cccc1C (stereo unspecified),i,0.5
Cc1ccc2c(Cl)c(C(=O)NCc3cccnc3)sc2c1,-22.7%,19.8

# An excerpt from above in order of number of heavy atoms, rising.
SMILES,Lipid storage S3,Lipid storage S3 cell count max
Cc1cc(C)nc(NC(=O)/C=C/c2ccc(Cl)cc2)n1,3.9%,-1.5
COc1ccccc1Nc1nc(Cl)nc(NC(C)(C)C)n1,u,x
CCc1ccc(C(=O)CSC2=C(C#N)C(c3ccco3)C(C(C)=O)=C(C)N2)cc1 (stereo unspecified),u,x

# Next section:
SMILES,Lipid storage S3,Lipid storage S3 cell count max
COc1ccc(CC(=O)NNC(=O)CSc2nnc(C)n2-c2ccccc2)cc1,i,-9.6
Cc1ccc(-c2noc(CCC(=O)Nc3ccccc3N3CCN(C)CC3)n2)cc1,12.0%,6.6
O=C(Nc1ccc(Oc2ccccc2)cc1)c1cnc2n(c1=O)CCS2,u,x
O=C(NNc1cccc(Cl)n1)Nc1ccc(Cl)cc1,17.2%,-10.7
O=C(NCc1ccc(F)cc1)c1cc2c(cc1Cl)N1CCCCCC1=NS2(=O)=O,1.1%,-10.2
Cn1c(=O)c2c(nc(CN3CCN(Cc4ccccc4)CC3)n2Cc2ccccc2)n(C)c1=O,16.1%,13.5
COc1ccc(NC(=O)c2cc(Br)ccc2Cl)c([N+](=O)[O-])c1,u,x
O=C(N/N=C/c1ccc(OCc2cnc(Cl)s2)cc1)c1ccncc1,8.3%,17.8
N#Cc1ccc(-c2ccc(OCC3CNC(=O)O3)cc2)cc1 (stereo unspecified),u,x
COC(=O)c1ccc(CN(C)S(=O)(=O)c2ccc(C)cc2)o1,u,x
COc1ccc(CNC(=O)C2CCN(S(=O)(=O)c3cccc4nsnc34)CC2)cc1,u,x
CC#CC[N+](C)(C)CCCCCC,u,x
COc1ccccc1N1CCN(C(CNC(=O)C2CCCCC2)c2cccnc2)CC1 (stereo unspecified),u,x
Cc1ccc(C(C(=O)NCc2ccco2)N(C(=O)Cc2cccs2)c2cccnc2)cc1 (stereo unspecified),-3.2%,16.6
CCOc1ccc(-c2ccc(SCC)nn2)cc1,-0.2%,11.1
COc1ccc(S(=O)(=O)CCC(=O)N2CCN(c3ccc(C(C)=O)cc3)CC2)cc1,u,x
NC(=NCCc1ccccc1)NS(=O)(=O)c1cccs1,-3.2%,-0.3
CCCn1c2ccccc2c2cnn(CC(=O)NCCCN3CCCCC3)c(=O)c21,13.8%,-10.1
CCOc1ccc(NC(=O)C(=O)N/N=C/c2cccnc2)cc1,-3.9%,-8.7
Cn1c(=O)c(C(=O)NCCO)c(O)c2ccccc21,u,x
Cc1onc(-c2c(F)cccc2Cl)c1C(=O)OCC(=O)c1c[nH]c2ccccc12,u,x
COC(=O)N1CCc2c(sc(NC(=O)C3COc4ccccc4O3)c2C(N)=O)C1 (stereo unspecified),u,x
COc1ccc(CCNC(=O)Cn2cccc2C(=O)c2ccccc2C)cc1OC,20.6µM*,-20.4*
COc1ccc(-c2nn(-c3ccccc3)cc2/C=C/C(=O)NCCCn2ccnc2)cc1OC,u,x
COC1CCCN(C(=O)c2cccc(OC3CCN(S(=O)(=O)N(C)C)CC3)c2)C1 (stereo unspecified),-21.1%,12.8
N=c1c2c3c(sc2ncn1CCN1CCOCC1)CCCC3,-2.2%,8.1
COc1ccc(NC(=O)CN2CCC(C)CC2)cc1,i,5.0
O=C1c2ccccc2C(=O)N1CCCCN(C(=O)c1cccc([N+](=O)[O-])c1)c1ccc(Cl)cc1,17.3%,-2.1
Cc1cc(C(=O)CSc2nnc(N)s2)c(C)n1CCc1ccc(Cl)cc1,u,x
O=C(O)c1nccnc1C(=O)Nc1ccc(S(=O)(=O)N2CCOCC2)cc1,-5.6%,6.7
Cc1cc(NC(=O)COC(=O)c2ccc(NS(=O)(=O)c3ccc(C)c(C)c3)cc2)no1,-13.6%,-8.1
Cc1c(C(=O)NCCN(C)C)oc2ccc(S(=O)(=O)N3CCCC3)cc12,0.116µM*,13.1*
CCOc1ccc(NC(=O)c2cccc3ccccc23)cc1,i,-18.8
Cc1nc2ccc(Br)cn2c1NC(C)(C)C,4.5%,-0.8
N#Cc1ccsc1NC(=O)CN1CCCCCC1,u,x
Cc1ccccc1C(=O)NC(=S)Nc1ccc(Oc2ccc(Cl)cc2)cc1,11.5%,-14.2
N#CCc1c(C#N)c(N)nc(N2CCN(C=O)CC2)c1C#N,-4.5%,7.3
COc1ccccc1N1C(=O)CC(N2CCc3ccccc32)C1=O (stereo unspecified),i,x
CC(C)Nc1nc2ccccc2c(=O)[nH]1,u,x
O=S(=O)(c1cc(Cl)ccc1Cl)N1CCc2ccccc21,-7.7%,-4.1
Cc1cc(C)c(S(=O)(=O)Nc2ccc(O)cc2)cc1C,u,x
CCOC(=O)[C@H]1CCC[C@@H](NS(=O)(=O)c2ccc(NC(C)=O)cc2)C1,u,x
Cc1cccc(CS(=O)(=O)Cc2ccc(C(=O)NCCN3CCCCC3C)o2)c1 (stereo unspecified),u,x
Nc1ccccc1SCC(=O)N1CCc2ccccc21,u,x
O=C(Nc1ccc(F)cc1)c1cccnn1,15.4%,13.4
O=C(c1ccc(Cl)cc1)c1cnc(Nc2ccccc2)s1,-9.4%,1.9
CCOc1ccccc1-c1nc(-c2cc3ccc(C)cc3[nH]c2=O)no1,u,x
Cc1ccc(C(=O)NCC(=O)OCC(=O)Nc2ccc3[nH]c(=O)[nH]c3c2)cc1,u,x
Fc1ccc(CSc2ccc3nnc(-c4cccs4)n3n2)cc1,-5.5%,-9.1
Cc1ccc(Cl)c(NC(=O)COC(=O)c2ccccc2C(=O)c2ccc(Cl)c([N+](=O)[O-])c2)c1Cl,3.9%,-0.9

# Carrying on.
SMILES,Lipid storage S3,Lipid storage S3 cell count max
CN(CC(=O)NCc1ccccc1Cl)S(=O)(=O)c1ccc2c(c1)n(C)c(=O)c(=O)n2C,u,x
S=c1nc(NCc2ccc3c(c2)OCO3)c2ccccc2[nH]1,u,x
COc1cccc(C(=O)NCC(c2cccs2)N2CCc3ccccc32)c1 (stereo unspecified),u,x
CCc1ccc(Nc2n[n+](-c3ccccc3)c(-c3c(Cl)cccc3Cl)s2)cc1,u,x
Cc1ccc(Sc2ccc(NC(=O)CCl)cc2)c(C)c1,u,x
O=C(Nc1nc(-c2cc(Cl)sc2Cl)cs1)c1ccccc1,u,x
O=C(NC1CC1)C1=C[C@@H](c2ccc3c(c2)OCO3)C[C@@H](OCc2ccc(CO)cc2)O1,-2.8%,0.7
NC(=S)Nn1c(CCC(=O)O)ccc1-c1ccccc1,9.5%,21.2
CN(C)CCCCOc1ccc(Br)cc1Cl,u,x
Cc1cc(C)nc(N/N=C/c2ccccc2OCc2ccc(Cl)cc2)n1,u,x
CSCCC(NC(=O)c1ccc([N+](=O)[O-])cc1Cl)C(=O)OCC(=O)NC(=O)CN1CCCC1=O (stereo unspecified),u,x
O=C(CCS(=O)(=O)c1ccc2c(c1)NC(=O)CO2)NCCc1ccc(Cl)cc1,i,18.7
C=CCNC(=O)c1ccncc1,-11.9%,2.1
Cc1nnc(SCc2cnc(-c3ccccc3)o2)[nH]c1=O,i,x
CCCCNC(=O)c1ccc(N2CCOCC2)c(NS(=O)(=O)c2ccc(OC)cc2)c1,38.7%,11.4
O=C(CCSCc1ccccc1F)NCc1cccnc1,-0.3%,-9.3
COc1ccc(N(CC(=O)N2CCN(c3cccc(C)c3)C(C)C2)S(=O)(=O)c2c(C)n[nH]c2C)cc1 (stereo unspecified),2.6%,0.4
CCCOc1ccc(CCC(=O)N/N=C/c2ccco2)cc1,6.0%,0.0
CCCCN1C2CCCC1CC(NC(=O)c1ccccc1Cl)C2 (stereo unspecified),i,7.7
C[C@H](NC(=O)c1nc[nH]c1C(=O)NC(c1ccccc1)c1ccccc1)C(=O)OCc1ccccc1,7.7%,-3.4
CC(=O)Nc1ccc(Nc2nc3ccccc3nc2NS(=O)(=O)c2ccccc2)cc1,-0.4%,0.9
O=c1[nH]cc(COCc2ccccc2)c(=O)[nH]1,u,x
O=C(COC(=O)c1cccc(S(=O)(=O)N2CCc3ccccc32)c1)Nc1ncc(C(F)(F)F)cc1Cl,-12.9%,-1.0
CC(C)(C)S(=O)(=O)c1nc2ccccc2s1,u,x
N#CCSC1=Nc2ccccc2C2=NC(CCC(=O)N3CCN(c4ccccc4)CC3)C(=O)N12 (stereo unspecified),-11.1%,-5.7
CCc1cccc(N(C(=O)c2csnn2)C(C(=O)NC(C)(C)C)c2ccncc2)c1 (stereo unspecified),8.4%,-2.2
COCC(=O)N(c1ccc(C(C)C)cc1)C1C=CS(=O)(=O)C1 (stereo unspecified),5.7%,1.0
Cc1ccc(C(=O)Nc2ccc(S(=O)(=O)N3CCOCC3)cc2)cc1,-22.8%,-11.6
COc1ccc([C@@H]2C=C(C(=O)O)O[C@H](OCCCCO)C2)cc1,0.5%,-0.3
O=C(Nc1nccs1)c1c(O)c2c([nH]c1=O)CCCC2,2.7%,3.7

# Another view of two compounds above:
Lipid storage S3 | Lipid storage S3 cell count max | mol
u | x | CC(C)(C)S(=O)(=O)c1nc2ccccc2s1
-11.1% | -5.7 | N#CCSC1=Nc2ccccc2C2=NC(CCC(=O)N3CCN(c4ccccc4)CC3)C(=O)N12 (stereo unspecified)

# (list continues)
SMILES,Lipid storage S3,Lipid storage S3 cell count max
O=c1[nH]c(CN2CCN(S(=O)(=O)c3cccs3)CC2)nc2c(Br)cc(Br)cc12,-6.5%,-0.8
COc1ccc(S(=O)(=O)N2CCCC(C(=O)O)C2)cc1Cl (stereo unspecified),u,x
CCCC(C)C(=O)NCc1ccncc1 (stereo unspecified),u,x
CCCCn1c(N)c(N(CC)C(=O)c2cccc(OCc3ccccc3)c2)c(=O)[nH]c1=O,i,-14.7
COc1ccc(-n2cnc3cc(C(=O)NCCN4CCOCC4)ccc32)cc1,u,x
CC(=O)C1=C(O)C(=O)N(c2ccc(O)cc2)C1c1ccccc1F (stereo unspecified),u,x
COC(=O)c1ccc(C(=O)OC)c(NC(=O)COC(=O)CC2CC3CCC2C3)c1 (stereo unspecified),u,x
O=C(Cn1c(=O)cnc2ccccc21)Nc1cccc(S(=O)(=O)N2CCCCC2)c1,u,x
COc1cccc(CN2C(=O)C(C)Oc3ccccc32)c1 (stereo unspecified),u,x
COc1ccc(OC)c(NC(=O)C2C3C=CC(C3)C2C(=O)NCc2ccccn2)c1 (stereo unspecified),13.6%,-1.0
CC12CCC(C1)C(C)(C)C2NS(=O)(=O)c1ccc(F)cc1 (stereo unspecified),u,x
Cc1nn(-c2cc(N3CCCCC3)ccc2[N+](=O)[O-])c(=O)c2ccccc12,-17.8%,-2.3
COc1cc(CC(=O)OCC(=O)Nc2sccc2C(N)=O)cc(OC)c1OC,u,x
CCn1cc(C(=O)N[C@H](C(=O)NCCCn2ccnc2)C(C)C)c(=O)c2cc3c(cc21)OCO3,i,16.4
CC(=O)Oc1ccc(C(=O)Nc2nnc(C)s2)cc1,u,x
COc1ccc(C(=O)Nc2cccc(C)c2)cc1,5.8%,2.5
CCOc1cc(-c2nc(-c3ccc(C)nc3OC)no2)cc(OCC)c1OCC,u,x
CCc1ccc2[nH]c(=O)c(CN(CCN(CC)CC)C(=S)NCc3ccco3)cc2c1,13.0%,1.4

# Screening results: PubChem BioAssay, National Center for Advancing Translational Sciences (NCATS)
